APJ ag = activates the human apelin receptor APJ; activation, % at 20 µM; CHO-K1 APJ PathHunter beta-arrestin, luminescence; 0% DMSO wells, 100% apelin; P35414; 0.11% of 330,000 active;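 active means activation more than six SD over the plate average, tested at 20 µM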;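 further: 0% = DMSO alone and 100% = apelin-13 at 10 nM; some results filed as inactive read as strong as hits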
Target sequence (P35414 whole entry, looked up): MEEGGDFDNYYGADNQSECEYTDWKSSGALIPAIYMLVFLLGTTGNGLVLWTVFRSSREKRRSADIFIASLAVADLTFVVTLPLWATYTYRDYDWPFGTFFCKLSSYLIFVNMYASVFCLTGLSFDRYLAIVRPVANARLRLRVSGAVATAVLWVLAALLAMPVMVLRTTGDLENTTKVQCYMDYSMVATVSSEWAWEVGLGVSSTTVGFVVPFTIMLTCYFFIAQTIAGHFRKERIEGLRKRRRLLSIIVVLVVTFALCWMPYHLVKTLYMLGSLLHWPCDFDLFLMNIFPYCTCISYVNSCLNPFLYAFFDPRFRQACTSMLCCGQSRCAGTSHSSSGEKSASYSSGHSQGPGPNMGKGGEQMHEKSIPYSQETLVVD
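Material: engineered CHO-K1 APJ arrestin reporter cells; amount: 1000 CHO-K1 reporter cells seeded per well; incubation: compound stimulation 90 min at 25 °C, detection 60 min; signal: luminescent beta-gal fragment complementation, chemiluminescent substrate; read-out basis: APJ agonist activity; controls: DMSO-only wells as negative, 10 nM Apelin-13 as positive control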
Gli-Sufu block = Gli-Sufu pathway antagonism; AID 588413; inhibition, % at 5 µM; Sufu-KO-LIGHT fibroblasts, Gli luciferase reporter luminescence; 0.74% of 340,000 active;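 active means inhibition above about 55%, limit read from the data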;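 further: 0% = DMSO-treated cells and 100% = wells with medium but no cells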
CCR6 antag = antagonists of human CCR6 receptor; P51684; inhibition, % at 20 µM; CHO-K1 CCR6 PathHunter beta-arrestin, luminescence, CCL20-stimulated; 0.49% of 340,000 active;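 active means compounds whose inhibition of the agonist-driven luminescence signal at 20 µM reaches about 50%, limit read from the data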;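 further: cells stimulated with CCL20 at 14 nM final; plate controls were DMSO with CCL20 for no effect and DMSO without agonist for full effect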
Target sequence (P51684 whole entry, looked up): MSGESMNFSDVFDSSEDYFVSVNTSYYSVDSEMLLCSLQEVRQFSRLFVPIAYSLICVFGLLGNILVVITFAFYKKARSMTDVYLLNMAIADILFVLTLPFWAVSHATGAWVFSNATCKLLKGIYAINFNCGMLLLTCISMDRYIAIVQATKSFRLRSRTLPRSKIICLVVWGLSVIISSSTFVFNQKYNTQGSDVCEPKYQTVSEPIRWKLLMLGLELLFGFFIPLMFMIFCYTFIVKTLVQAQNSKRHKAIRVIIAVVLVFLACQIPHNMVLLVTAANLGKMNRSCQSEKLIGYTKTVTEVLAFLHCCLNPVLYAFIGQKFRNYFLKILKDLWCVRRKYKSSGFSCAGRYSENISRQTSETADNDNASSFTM
ATG4B inh = blocks human ATG4B protease cleavage of LC3 substrate; inhibition, % at 8.33 µM; 0.51% of 340,000 active; ATG4B cleavage of LC3-PLA2, NBD-HPC fluorescence, 1 h; Q9Y4P1; in the data active means inhibition above about 40%
UBC13 inh = blocks human UBC13 polyubiquitin chain formation; P61088; TR-FRET; inhibition, % at 20 µM; 0.47% of 330,000 active; AID 485273; in the data active means inhibition above about 45%, passing the limit was not always enough; inconclusive means no clear call, values can overlap the other calls
CXCR6 inh = blocks human CXCR6 beta-arrestin recruitment. O00574. CHO-K1 PathHunter CXCR6 beta-arrestin, luminescence. inhibition, % at 20 µM. 0.36% of 360,000 active; in the data active means inhibition above about 34%, passing the limit was not always enough;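 further: antagonist mode with CXCL16 agonist at 10 nM final; 0% = 10 nM CXCL16 with DMSO and 100% = unstimulated wells without agonist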
Target sequence (O00574 whole entry, looked up): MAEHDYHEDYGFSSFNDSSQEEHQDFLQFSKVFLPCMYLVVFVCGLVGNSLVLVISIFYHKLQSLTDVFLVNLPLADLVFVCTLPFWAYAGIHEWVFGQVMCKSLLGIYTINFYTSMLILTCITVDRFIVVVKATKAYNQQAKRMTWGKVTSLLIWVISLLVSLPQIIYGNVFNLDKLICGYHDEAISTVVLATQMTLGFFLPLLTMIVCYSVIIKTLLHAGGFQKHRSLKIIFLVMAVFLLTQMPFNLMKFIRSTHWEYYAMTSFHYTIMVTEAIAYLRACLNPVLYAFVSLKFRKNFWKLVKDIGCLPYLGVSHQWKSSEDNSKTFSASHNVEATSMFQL
APJ antagonist = antagonists of human APJ apelin receptor; P35414; CHO-K1 APJ beta-arrestin complementation, luminescence; inhibition, % at 20 µM; 0.32% of 330,000 active;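 active means inhibition above about 40% at 20 µM, limit read from the data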;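 further: cells challenged with 10 nM apelin-13 agonist together with compound; plate controls were apelin-13 plus DMSO wells for no effect and DMSO wells lacking apelin-13 for full effect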
EBI2 block = antagonists of human EBI2 receptor. inhibition, % at 5 µM. AID 651636. P32249. EBI2 beta-arrestin recruitment, luminescence, 7a,25-OHC stimulated. 0.81% of 360,000 active; in the data active means inhibition above about 38%;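 further: enzyme fragment complementation signal reports receptor beta-arrestin coupling in cells; 0% = agonist plus DMSO wells and 100% = wells without agonist; some results beyond the cut were filed as inactive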
* marks the source's active call; other numbers are inactive results; ? = inconclusive; . = no result given.

Screens by letter: A = APJ ag; B = Gli-Sufu block; C = CCR6 antag; D = ATG4B inh; E = UBC13 inh; F = CXCR6 inh; G = APJ antagonist; H = EBI2 block
CCOc1ccccc1N1CCN(C(=O)/C=C/c2cccc([N+](=O)[O-])c2)CC1
  A = -3	B = 3	C = 1	D = 22	E = 9	F = -5	G = 5	H = 13

COc1ccc(C(=O)Nc2ccc3[nH]ccc3c2)cc1OC
  A = 2	B = -31	C = -1	D = -14	E = 6	F = 5	G = 4	H = 2

O=C1CCCC/C1=N\Nc1ccc(OCc2ccccc2)cc1
  A = -1	B = -6	C = 6	D = -6	E = -5	F = 2	G = 4	H = 6

O=C(CCS(=O)(=O)c1cccc2nonc12)N1CCOCC1
  A = -1	B = 7	C = 3	D = -3	E = 1	F = -7	G = 2	H = -4

CN1CCN(C(=O)C2=C[C@H](c3ccc4c(c3)OCO4)C[C@H](OCc3ccc(CO)cc3)O2)CC1
  A = 0	B = 3	C = 8	D = 1	E = 7	F = -7	G = -10	H = 8

CCn1cc(Cl)c(C(=O)N2N=C3/C(=C/c4cccs4)CCCC3C2c2cccs2)n1 (centres undefined)
  A = 0	B = 9	C = 7	D = -1	E = 6	F = 13	G = 27	H = 5

CC(=O)c1sc(NC(=O)c2ccc(Br)o2)nc1C
  A = 8	B = -26	C = 9	D = 0	E = -11	F = 2	G = 3	H = -12

COc1cc(C#N)ccc1OCC(=O)c1ccc2c(c1)OCCO2
  A = -4	B = 4	C = -6	D = -15	E = -3	F = 1	G = -8	H = 0

COCCN(C(=O)COC(=O)CCc1ccccc1OC)c1c(N)n(Cc2ccccc2)c(=O)[nH]c1=O
  A = -4	B = -9	C = 15	D = -6	E = -2	F = 0	G = -62	H = -3

CCN1CCN(C(c2ccc(OC)cc2)c2nnnn2Cc2ccc3c(c2)OCO3)CC1 (centres undefined)
  A = -3	B = 15	C = 2	D = -11	E = 12	F = -2	G = 6	H = -6

O=C(O)c1cc(-c2ccco2)[nH]n1
  A = -1	B = 0	C = 1	D = -7	E = -5	F = 0	G = 8	H = -21

O=C(COC(=O)CNC(=O)c1cccc([N+](=O)[O-])c1)Nc1nc2ccccc2s1
  A = -2	B = -9	C = 6	D = -12	E = 5	F = -2	G = 9	H = -8

Cc1cccc(-n2c(C)cc(/C=N/NC(=O)c3cccc([N+](=O)[O-])c3C)c2C)c1
  A = 0	B = -1	C = 22	D = -1	E = -15	F = -4	G = -43	H = 16

O=C(Nc1ccncc1)Nc1ccc(F)c(Cl)c1
  A = 3	B = 2	C = -15	D = -1	E = 8	F = -17	G = -44	H = -21

Cc1cccc(-n2nnc(C(=O)NCc3ccco3)c2N)c1
  A = 1	B = -14	C = -9	D = 5	E = -2	F = 6	G = -9	H = 1

OC1(c2ccccc2)CN(c2ccccc2)C2=[N+]1CCS2 (centres undefined)
  A = -5	B = -5	C = 8	D = -1	E = 8	F = 3	G = 12	H = 18

Cc1ccn2c(C(=O)N/N=C\c3ccc4c(c3)OCO4)c(C)nc2c1
  A = -1	B = 1	C = 0	D = -5	E = -15	F = -6	G = -4	H = -26

CCCCNS(=O)(=O)c1ccc(OC)cc1
  A = -3	B = 1	C = -17	D = -5	E = -10	F = 2	G = 6	H = -15

N#CC1C(=O)c2ccccc2C1c1ccccc1 (centres undefined)
  A = .	B = -3	C = 6	D = 4	E = .	F = -3	G = .	H = -85

COc1ccccc1NS(=O)(=O)c1cccc(C(=O)NNC(=O)c2ccc(=O)[nH]c2)c1
  A = -2	B = 4	C = -1	D = -1	E = 2	F = -12	G = -8	H = -8

Cn1c(=O)c2c(nc(CN3CCN(C(c4ccccc4)c4ccccc4)CC3)n2CCCO)n(C)c1=O
  A = -2	B = 10	C = -1	D = -6	E = 6	F = -2	G = 14	H = 0

COc1ccccc1-n1cc([C@@H]2C[C@H]3CN(c4ccccc4)C(=O)[C@]34CCCN24)cn1
  A = -4	B = 30	C = 8	D = 2	E = 1	F = 2	G = -2	H = 2

COc1ccc(NC(=O)CSc2nnnn2C2CC2)cc1S(=O)(=O)N1CCOCC1
  A = -4	B = 4	C = 7	D = -15	E = -10	F = 0	G = -1	H = 0

COc1ccc(C2NC(=S)NC(C)=C2C(=O)Nc2ccccn2)cc1 (centres undefined)
  A = -2	B = -12	C = 4	D = -6	E = 4	F = -4	G = -8	H = -1

CC1(C)CC(=O)C2=C(C1)OC1=C(C(=O)CC(C)(C)C1)C2c1ccc(O)c([N+](=O)[O-])c1
  A = -6	B = -1	C = 22	D = -9	E = -19	F = 15	G = 24	H = -3

Three records picked at random from the list so far, as already listed:
Screens by letter: A = APJ ag; B = Gli-Sufu block; C = CCR6 antag; D = ATG4B inh; E = UBC13 inh; F = CXCR6 inh; G = APJ antagonist; H = EBI2 block
COc1ccc(C2NC(=S)NC(C)=C2C(=O)Nc2ccccn2)cc1 (centres undefined)
  A = -2	B = -12	C = 4	D = -6	E = 4	F = -4	G = -8	H = -1

COc1ccccc1NS(=O)(=O)c1cccc(C(=O)NNC(=O)c2ccc(=O)[nH]c2)c1
  A = -2	B = 4	C = -1	D = -1	E = 2	F = -12	G = -8	H = -8

OC1(c2ccccc2)CN(c2ccccc2)C2=[N+]1CCS2 (centres undefined)
  A = -5	B = -5	C = 8	D = -1	E = 8	F = 3	G = 12	H = 18

Following part:
Screens by letter: A = APJ ag; B = Gli-Sufu block; C = CCR6 antag; D = ATG4B inh; E = UBC13 inh; F = CXCR6 inh; G = APJ antagonist; H = EBI2 block
Cc1ccc(-c2nc3ccccc3c(=O)n2NC(=S)N(C)C)cc1
  A = -2	B = -2	C = -6	D = 8	E = -7	F = -16	G = -45	H = -16

O=C(CCCC(=O)OCC(=O)c1ccc(Cl)cc1)NC1CCCCC1
  A = -6	B = -13	C = 15	D = 6	E = 5	F = -12	G = 5	H = 2

CCN1CCN(S(=O)(=O)c2ccc(Cl)c(C(=O)NCc3nc4ccccc4[nH]3)c2)CC1
  A = -3	B = -3	C = 7	D = -7	E = 4	F = 0	G = 1	H = 1

CCOc1ccc(N(CC(=O)Nc2ccccc2)S(C)(=O)=O)cc1
  A = -3	B = -5	C = -20	D = -2	E = 12	F = 0	G = 0	H = 2

CC1(OC(=O)CCc2ccccc2)C(=O)C=C2C=C(c3ccc(C#N)cc3)N(CC3CC3)C=C2C1=O (centres undefined)
  A = 13	B = -8	C = -12	D = -3	E = -50	F = -9	G = -73	H = -17

O=C(Nc1ccc(CN2CCOCC2)cc1)c1ccc(-c2cccc(Cl)c2)o1
  A = 3	B = 14	C = -13	D = -21	E = 10	F = -20	G = 14	H = -6

O=C(NC1CC2CCCC(C1)N2C(=S)Nc1ccccc1)C1CC1 (centres undefined)
  A = -1	B = 10	C = 4	D = 2	E = 2	F = 4	G = -9	H = -6

NC(=O)c1ccc2c(=O)c(O)c(-c3cc(Cl)c(N)c(Cl)c3)[nH]c2c1
  A = 5	B = -6	C = -4	D = 13	E = 15	F = 4	G = -2	H = -1

Clc1ccc(CN2C3=NCCN3c3ccccc32)cc1
  A = -4	B = 9	C = -5	D = -1	E = 10	F = 5	G = 12	H = 0

COc1ccccc1/C=C/C(=O)NCCc1ccccn1
  A = -1	B = -5	C = 2	D = 4	E = 8	F = -2	G = -1	H = -13

COC(=O)N/N=C\c1c(C)nn(-c2ccccc2)c1Cl
  A = -4	B = -27	C = 5	D = -4	E = 10	F = -5	G = 4	H = -8

O=C(COC(=O)CNS(=O)(=O)c1c(F)cccc1F)NC(=O)NC1CCCCC1
  A = 7	B = -4	C = 2	D = 2	E = ?	F = -3	G = -1	H = 2

CC(CNC(=O)Cn1ccc2cc(S(=O)(=O)N3CCCC3)ccc21)c1ccccc1 (centres undefined)
  A = 4	B = -7	C = 6	D = -1	E = 0	F = -9	G = -24	H = -14

O=C(CCC(=O)OCc1ccc(C(=O)Oc2ccccc2)cc1)Nc1cccc2ccccc12
  A = 0	B = -5	C = -9	D = -12	E = -4	F = -2	G = -9	H = 7

C=CCN1C(=O)c2ccc(C(=O)N(C)CC(=O)Nc3ccc(Br)cc3C)cc2C1=O
  A = -5	B = -11	C = 8	D = -7	E = 4	F = -6	G = 10	H = -3

COc1cc(C(=O)N/N=C(\c2ccccc2)c2ccccn2)cc(OC)c1OC
  A = 0	B = 92*	C = 90*	D = -1	E = -10	F = 63*	G = 43*	H = 17

COC(=O)c1ccc(CN2CCN(Cc3ccccc3)C(CCO)C2)cc1 (centres undefined)
  A = -3	B = 8	C = 26	D = 2	E = 6	F = -2	G = 14	H = -3

COCCCn1c(SCC(=O)NC(C)(C)C)nnc1-c1ccccc1
  A = -6	B = 3	C = -6	D = 4	E = -11	F = 5	G = -4	H = -9

O=C(O)CC(c1cccc(Cl)c1)n1cccc1 (centres undefined)
  A = -1	B = -5	C = 3	D = -6	E = 1	F = -1	G = 5	H = -4

O=C(CSc1nnc(Nc2ccccc2)s1)Nc1ccc(S(=O)(=O)N2CCOCC2)cc1
  A = -2	B = -3	C = -2	D = -26	E = 11	F = 3	G = 11	H = 6

O=C(NC1(C(F)(F)F)C(=O)Nc2c1c(=O)[nH]c(=O)n2Cc1ccco1)C1CCCCC1 (centres undefined)
  A = -1	B = 0	C = -3	D = 1	E = -15	F = -4	G = 2	H = -8

CN(CC(=O)Nc1ccc(Cl)c(C(F)(F)F)c1)C(=O)CNC(=O)C1CCCCC1
  A = -3	B = 5	C = 9	D = 1	E = 10	F = -6	G = 2	H = -17

CCCCCCCCCCCC1N=C(N)NC(CCCO)=C1C(=O)OC (centres undefined)
  A = .	B = 78*	C = 11	D = 13	E = .	F = -12	G = .	H = -10

CN(C)c1ccc(C(O)P(=O)(OCc2ccccc2)c2ccc(N(C)C)cc2)cc1 (centres undefined)
  A = -5	B = -3	C = -4	D = -3	E = -2	F = 2	G = 17	H = 1

CCC(Cc1ccccc1)NC(=O)Cn1cccc1C(=O)c1ccccc1 (centres undefined)
  A = -6	B = -8	C = 31	D = 2	E = 8	F = -2	G = 14	H = 8

CCCCn1c(N)c(N(CCC)C(=O)C2CCCC2)c(=O)[nH]c1=O
  A = 0	B = -1	C = -3	D = -7	E = -7	F = 1	G = -21	H = -3

COc1cc(NC(=O)c2ccc(-c3ccc(Br)cc3)o2)ccc1NC(=O)C(C)C
  A = 3	B = 13	C = 4	D = -12	E = -3	F = -11	G = 12	H = 27

COc1cc(/C=N/NC(=O)c2cc(-c3ccccc3)sc2N)cc(OC)c1OC
  A = 2	B = 13	C = -1	D = 26	E = -3	F = .	G = -2	H = .

Cc1ccc(S(=O)(=O)NN2C(=O)/C(=C/c3ccc(F)cc3)SC2=S)cc1
  A = -3	B = 17	C = 5	D = -1	E = -15	F = -18	G = -20	H = -1

CC1CCCC(C)N1C(=O)COc1ccc(C(=O)Nc2ccccc2N2CCOCC2)cc1 (centres undefined)
  A = -2	B = 5	C = 6	D = 17	E = -2	F = -1	G = 0	H = 1

CCN(CC)S(=O)(=O)c1ccc2oc(C(=O)N3CCc4ccccc4C3)c(C)c2c1
  A = -5	B = -3	C = 2	D = 16	E = 0	F = 0	G = -12	H = 4

O=C(COc1ccccc1C(=O)Nc1ccccc1)c1ccc(Br)cc1
  A = 1	B = 6	C = -4	D = -4	E = 3	F = 0	G = -23	H = -11

COc1cc(C(=O)N[C@H](C(=O)OCC(=O)NC2CCCCCC2)C(C)C)cc(OC)c1OC
  A = -3	B = -2	C = 9	D = 0	E = 8	F = -3	G = 0	H = 5

C/C(Cl)=C/Cn1c(SCCN2CCOCC2)nc2c1c(=O)[nH]c(=O)n2C
  A = -2	B = 2	C = 5	D = -4	E = -5	F = 0	G = -16	H = -2

Cc1cccc(NC(=O)NNC(=O)c2nn(C)cc2Br)c1
  A = -1	B = 2	C = -2	D = 0	E = 2	F = 7	G = 11	H = -13

COC(=O)c1c(C)oc(C)c1S(=O)(=O)Nc1ccccc1
  A = 1	B = -1	C = -6	D = -9	E = 0	F = 3	G = 1	H = 3

CCOc1ccc(N2CC(C(=O)NCc3ccco3)CC2=O)cc1 (centres undefined)
  A = -4	B = 4	C = 18	D = -1	E = 6	F = 1	G = 11	H = -3

Screens: PubChem, Sanford-Burnham Center for Chemical Genomics

Not a hit list. Share with any hit: about 3%.
